Screening data as filed in PubChem.
Abeta yeast res = restores growth of yeast expressing A-beta42 peptide; Potency, µM (top dose mostly 46.1 µM), inactives show at the top dose growth rescue, actives largely listed as activators; AID 1347071; actives 0.063% (n = 410,000); yeast expressing A-beta42, growth rescue, OD600, 48 h; response scale: 0% DMSO, 100% iron-clioquinol control; further: potency means the concentration at half of the fitted maximal effect; nearly all actives have a fitted effect of over 55% in size
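Yeast A-beta toxicity model in growth medium with pinned compounds, 48 h at 30 C; growth read as absorbance at 600 nm. Normalized to FeCl3/clioquinol equimolar mix (positive) and DMSO (negative).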
HEK293 tox = cytotoxic in the GLP-1 receptor inverse agonist counter-screen | Potency, µM (series often up to 38.3 µM), for inactives: at the highest dose activity change, negative = inhibition, hits mostly inhibitors | actives 0.13% (n = 410,000) | HEK293 cAMP-luciferase reporter cells, luminescence, 24 h;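 further: loss of luciferase light is scored as toxicity; potency means the concentration at half of the fitted maximal effect; on the % scale 0 is the no-effect control and ±100 the full control effect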
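Cells in DMEM/10% Nu serum/1% pen-strep, 1536-well format. Pre-incubated 12 h, dosed with 23 nL compound, incubated a further 24 h. Luciferase detection, 12 min at room temp, luminescence.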
pAkt inh = inhibitors of Akt phosphorylation. actives 0.32% (n = 360,000). Neuro2A IGF-stimulated pAkt S473 HTRF, 20 min; hits give low values. activity change, % for hits at 50 µM. AID 651550; in the data active means activity change below about -80%; inconclusive means mostly about -51% to -80%; further: on the % scale 0 is the no-effect control and ±100 the full control effect
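Neuro2A cells (4,500/well, DMEM with 0.5% FBS) were treated with compound at a single 50 µM final concentration, stimulated with 6 nM IGF for 20 min at 37 °C, and lysed. Phospho-Akt Ser473 was read by HTRF as 665/615 ratio ×10^4.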
FUS suppressor = suppressors of FUS proteinopathy in yeast; actives 0.24% (n = 390,000); Potency, µM (doses to about 76.6 µM), without a hit: at the highest dose growth rescue (activation), most hits filed as activators; AID 1347120; S. cerevisiae FUS-expressing, growth rescue, OD600, 24 h;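 further: potency means the concentration at half of the fitted maximal effect; plate controls were DMSO vehicle for no effect and reference control for full effect; nearly all actives have a fitted effect of over 55% in size; some results filed as inactive show a strong effect at the top dose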
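Yeast expressing FUS under galactose induction, OD 0.005 in 2% galactose medium; compounds in a dilution series, 24 h at 30C. Growth rescue by absorbance at 600 nm; CP55940 positive control, DMSO negative.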
aSyn rescue = rescues yeast growth from alpha-synuclein toxicity | Yeast expressing alpha-synuclein, growth rescue, BacTiter-Glo, 24 h | Potency, µM (series often up to 46.1 µM), for inactives: at the top dose growth rescue (activation), most hits filed as activators | actives 0.14% (n = 370,000) | AID 652106; further: potency means the concentration at half of the fitted maximal effect; % of control where 0% means no effect; nearly all actives have a fitted effect of over 65% in size
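Rescue of yeast growth: cells expressing toxic alpha-synuclein, induced in galactose at OD600 0.02, incubated with compound 24 h at 30 C. ATP luminescence quantified growth; inhibitors of toxicity appear as activators.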
GLP-1R inv ag = acts as inverse agonist at human GLP-1 receptor. P43220. actives 1.6% (n = 410,000). HEK293 GLP-1R CRE-luciferase, luminescence, 24 h; GLP-1R form is constitutively active. Potency, µM (titrated, usually from 38.3 µM), without a hit: at the highest dose activity change, negative = inhibition, usual class: inhibitors; further: potency means the concentration at half of the fitted maximal effect; on the % scale 0 is the no-effect control and ±100 the full control effect; nearly all actives have a fitted effect of over 55% in size
Target sequence (P43220 whole entry, looked up): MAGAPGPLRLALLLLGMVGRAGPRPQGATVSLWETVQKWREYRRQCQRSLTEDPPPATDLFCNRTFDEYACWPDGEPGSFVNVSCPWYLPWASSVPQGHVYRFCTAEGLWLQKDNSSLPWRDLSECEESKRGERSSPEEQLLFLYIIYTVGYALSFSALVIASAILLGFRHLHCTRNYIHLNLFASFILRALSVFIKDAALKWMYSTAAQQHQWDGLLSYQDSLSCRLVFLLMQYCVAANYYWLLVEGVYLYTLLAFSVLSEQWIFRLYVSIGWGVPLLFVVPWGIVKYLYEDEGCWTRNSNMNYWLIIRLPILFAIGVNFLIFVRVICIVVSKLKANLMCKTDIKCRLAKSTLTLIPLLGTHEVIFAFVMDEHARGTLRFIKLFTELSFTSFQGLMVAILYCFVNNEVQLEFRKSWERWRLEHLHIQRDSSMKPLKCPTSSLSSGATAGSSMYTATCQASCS
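qHTS in 1536-well format: reporter HEK293 cells expressing constitutive GLP-1R activity in DMEM + 10% Nu serum, 24 hr with compounds at 37 deg C, luminescence read after 12 min with detection reagent.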
PTHR1 ag = PTHR1 (human) receptor agonism | HEK293 GP2 PTHR1 cells, GloSensor cAMP luminescence, 1 h | Potency, µM (top dose mostly 115 µM), for the others: at the top dose activation, usual class: activators | actives 0.075% (n = 410,000) | AID 743266; further: potency means the concentration at half of the fitted maximal effect; nearly all actives have a fitted effect of over 55% in size; some results filed as inactive show a strong effect at the top dose; inactives centre near -15; many of its hits are not listed in these tables
Target sequence (Q03431 whole entry, looked up): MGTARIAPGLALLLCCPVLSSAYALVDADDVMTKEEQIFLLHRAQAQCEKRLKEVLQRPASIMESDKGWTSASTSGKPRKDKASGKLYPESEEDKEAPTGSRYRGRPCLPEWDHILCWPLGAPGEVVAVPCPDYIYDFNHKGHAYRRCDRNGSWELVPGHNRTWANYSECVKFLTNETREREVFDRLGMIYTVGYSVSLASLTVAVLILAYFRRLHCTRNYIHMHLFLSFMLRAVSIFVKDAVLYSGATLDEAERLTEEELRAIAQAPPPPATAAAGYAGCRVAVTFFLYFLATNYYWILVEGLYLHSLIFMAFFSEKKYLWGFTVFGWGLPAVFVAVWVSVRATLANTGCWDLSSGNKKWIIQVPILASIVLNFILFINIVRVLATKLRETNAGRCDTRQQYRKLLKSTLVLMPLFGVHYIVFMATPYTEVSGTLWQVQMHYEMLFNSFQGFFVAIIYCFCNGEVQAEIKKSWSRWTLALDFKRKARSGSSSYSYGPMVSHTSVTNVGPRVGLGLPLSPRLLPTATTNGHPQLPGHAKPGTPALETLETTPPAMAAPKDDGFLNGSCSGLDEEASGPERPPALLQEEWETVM
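HEK-293-derived GP2 cells expressing PTHR1 and a GloSensor cAMP reporter, 3,000/well, plated overnight, given luciferin plus IBMX (each 0.5 mM as added) for 1 h at 37 °C, then compound for 1 h at 37 °C. Luminescence was read after 15 min at room temperature.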
TDP-43 yeast inh = TDP-43 toxicity inhibition in yeast | TDP-43 expressing yeast growth rescue, BacTiter-Glo, 24 h | Potency, µM (highest dose often 46.1 µM), inactives show at the top dose growth rescue (activation), most hits filed as activators | actives 1.8% (n = 410,000) | AID 652104; further: potency means the concentration at half of the fitted maximal effect; % of control where 0% means no effect; nearly all actives have a fitted effect of over 50% in size
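Growth rescue of TDP-43-toxic yeast measured as ATP luminescence (BacTiter-Glo). Cells grown to mid-log in raffinose, induced in galactose at OD600=0.02, exposed to compound 24 hr at 30 deg C.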
Mm-Cpn inhibitor = blocks the Methanococcus maripaludis chaperonin Mm-Cpn; Potency, µM (top dose mostly 76.9 µM), for inactives: at the top dose activity, negative = inhibition, actives largely listed as inhibitors; purified Mm-Cpn ATPase, ADP Transcreener TR-FRET; AID 504842; actives 0.031% (n = 330,000); further: potency means the concentration at half of the fitted maximal effect; on the % scale 0 is the no-effect control and ±100 the full control effect; nearly all actives have a fitted effect of over 80% in size
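Reaction buffer contained 30 mM Tris pH 7.4, 100 mM KCl, 5 mM MgCl2 and 1 mM DTT. Mm-CPN (25 nM final) hydrolysed 10 uM ATP over 30 min at 37°C; ADP was read by HTRF.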
* = called active by the depositor; i = inactive; ? = inconclusive; . = no result given; [ ] = dose if it differs, or a comment. Unless noted, the call rests on the fitted dose curve; in most records, active means well fitted curve in the direction sought with a large enough effect; inconclusive means small, poorly fitted or top-dose-only effect, or another doubt; inactive means no such curve, though single readings can be large; an effect the other way counts as inactive or inconclusive.

SMILES	Abeta yeast res	HEK293 tox	pAkt inh	FUS suppressor	aSyn rescue	GLP-1R inv ag	PTHR1 ag	TDP-43 yeast inh	Mm-Cpn inhibitor
O=C(CN1C(=O)NC2(CCCCC2)C1=O)Nc1ccc(F)cc1	1%	-12%	i	-11%	0%	-3%	-15%	-3%	0%
Cc1c(C(=O)NCc2ccccc2C(F)(F)F)sc(=O)n1Cc1cccc(C(F)(F)F)c1	4%	3%	i	16%	11%	?	i	0%	.
CCOc1ccc(NC(=O)CN2CCN(C(=O)C3CCCO3)CC2)cc1 (stereo unspecified)	-3%	14%	i	-9%	1%	6%	i	-1%	5%
CC(NC(=O)COC(=O)c1cc(Cl)nc(Cl)c1)c1ccccc1 (stereo unspecified)	-1%	7%	i	-22%	6%	7%	i	4%	2%
COc1ccc(C(=O)N2CCN(c3nnnn3-c3ccccc3)CC2)cc1OC	2%	0%	.	2%	.	103%[activator]	-4%	3%	-3%
COc1ccc(NCc2cc3cc(OC)ccc3[nH]c2=O)cc1	-10%	9%	i	33%	4%	60%[activator]	-52%[inhibitor]	-5%	-4%
CC1(C)c2ccccc2N2CC(=O)N[C@@]21/C=C/C=C/c1ccccc1	15%	-9%	i	-12%	5%	3.5µM*	-28%	-6%	-1%
COc1ccc(C(=O)C2CCCN(Cc3cc(Cl)ccc3O)C2)c(OC)c1 (stereo unspecified)	-6%	-14%	i	2%	4%	?	-92%[inhibitor]	1%	2%
C[C@H](CO)N1C[C@H](C)[C@@H](CN(C)C(=O)NC2CCCCC2)Oc2ncc(Br)cc2C1=O	-5%	-17%	i	8%	8%	7%	-26%	19%	.
CCOC(=O)c1cc(-c2ccc(F)cc2)n(CCC(=O)NCCc2ccc(C)cc2)c1C	-9%	-5%	.	23%	.	?	-60%[inhibitor]	-1%	.
O=C(Nc1cccc(O)c1)c1cccc(S(=O)(=O)N2CCCC2)c1	9%	-9%	i	-17%	-1%	?	-14%	4%	2%
Cc1cccc(NNC(=S)Nc2c(C)cccc2C)c1	7.1µM*	?	i	9%	12%	3.2µM*	i	?	-1%
CC(=O)Nc1ccc(S(=O)(=O)N(C)CC(=O)N(C)Cc2sccc2C)cc1	-4%	-12%	i	.	-6%	0%	i	-3%	0%
CCCCC(CC)CNC(=O)C1C2C=CC(C2)C1C(=O)O (stereo unspecified)	6%	0%	i	12%	1%	3%	-3%	-7%	-2%
Cc1ccccc1OCCC(=O)Nc1ccc(F)c(Cl)c1	-10%	-5%	i	13%	-5%	?	-11%	14µM*	2%
c1ccc(CCNc2ccc3nncn3n2)cc1	6%	2%	i	-9%	3%	8%	-47%[inhibitor]	0%	-1%
COc1cc(/C=N/NC(=O)c2cc(-c3ccccc3C)nc3ccccc23)cc(OC)c1O	-5%	?	i	36%	10%	43%[activator]	i	15%	.
Cc1ccnc(SCc2cc(=O)c(OC(=O)c3cc([N+](=O)[O-])ccc3Cl)co2)n1	0%	10%	i	.	1%	-4%	?	-40%[inhibitor]	-1%
CC(=O)Nc1ccc(-n2c(C)ccc2-c2ccccc2)cc1	-1%	-12%	i	25%	-7%	-15%	-46%[inhibitor]	-10%	2%
CCCc1ccc(OC(C)C(=O)Nc2sc3c(c2C(=O)OC)CCCCC3)cc1 (stereo unspecified)	-3%	1%	.	-18%	.	-1%	-11%	17%	.
CC12CCC(=O)C=C1CCC1C2C(=O)CC2(C)C1CC[C@]2(O)C(=O)CO (stereo partly specified)	-6%	7%	i	-24%	-13%	14%	i	-15%	3%
Cc1[nH]c(C)c(S(=O)(=O)N(Cc2ccccc2)C(C)(C)C)c1C(=O)N1CCCC1	2%	-38%	.	6%	-8%	-17%	i	1%	-5%
COC(=O)c1ccc(C2SCC(=O)N2Cc2ccccc2)cc1 (stereo unspecified)	2%	-19%	i	-12%	8%	-1%	-28%	23%	0%
CCC1(CC)C(=O)NN(c2ccccc2)C1=O	7%	-6%	i	9%	-2%	8%	2%[57.5 µM]	-3%	-1%
CCC1C(c2ccccc2)=CCC(C(=O)O)C1C (stereo unspecified)	-31%	-5%	i	16%	-35%[inhibitor]	-10%	-13%	?	.
COc1ccc([C@H]2CC(=O)C=C(c3ccccc3-c3ccccc3)C2)cc1	-9%	0%	i	26%	2%	5%	i	27%	0%
CC(=O)C1=C(O)C(=O)N(c2ccccn2)C1c1ccc(C)cc1 (stereo unspecified)	-4%	-5%	i	20%	14%	-3%	i	-25%	-3%
NC(=O)c1c(NC(=O)Cn2cnc([N+](=O)[O-])n2)sc2c1CCCC2	.	-8%	i	2%	5%	-14%	-17%	5%	-1%
CC1=CC(C)(C)N=C(Nc2ccc(C)cc2)S1	12%	?	i	0%	-1%	?	-20%[57.5 µM]	-10%	-1%
Cn1c(CCC(=O)OCC(=O)NCc2ccccc2Cl)nc(=O)c2ccccc21	2%	-1%	i	14%	-1%	39%[activator]	i	-9%[0.397 µM]	0%
COc1ccc(C(NC(=O)C2CCN(CCOc3ccc(Cl)cc3Cl)CC2)c2ccccn2)cc1 (stereo unspecified)	-18%	?	i	9%	-2%	?	-5%	4%	.
CCOC(=O)c1ccccc1NC(=O)Cn1c(=O)n(CCC(=O)NCc2ccccc2OC)c(=O)c2ccccc21	-1%	-6%	.	-5%	.	9%	-9%	5%	.
O=C(N/N=C1\CC2CC=CC12)c1ccc(Br)cc1 (stereo unspecified)	3%	0%[0.307 µM]	i	10%	-10%	-1%[0.307 µM]	-12%	5%	-1%
CCN(CC(=O)NCc1ccco1)S(=O)(=O)c1ccc(OC)cc1	9%	5%	i	4%	0%	27%	i	9%	1%
Cc1sc(NC(=O)C2=COCCO2)nc1-c1ccc(Br)cc1	3%	-7%	i	12%	-8%	-4%	-76%[inhibitor]	1%	1%
Cc1ccc(-c2nc(CNC(=O)c3ccco3)cs2)cc1	11%	0%	i	9%	3%	9%	-22%	4%	-9%
Cc1ccc2nc(-c3ccncc3)c(Nc3ccccc3C)n2c1	7%	6%	.	-8%	.	?	-1%	0%	.
O=C(COc1ccc(Cl)cc1)NCCc1ccccn1	2%	2%[0.307 µM]	i	8%	0%	1%[0.307 µM]	i	-11%	-10%
CCOC(=O)COn1c(=O)c(=O)n(O)c2ccccc21	13%	1%	i	-15%	7%	-6%	-18%[57.5 µM]	5%	0%
CCCOP(=O)(c1ccc(N(C)C)cc1)C(Nc1ccccc1)c1ccc(C)cc1 (stereo unspecified)	-9%	-6%	i	-2%	6%	?	-5%	-10%	-3%

Four compounds out of the list, ordered by molecular weight, descending:
SMILES	Abeta yeast res	HEK293 tox	pAkt inh	FUS suppressor	aSyn rescue	GLP-1R inv ag	PTHR1 ag	TDP-43 yeast inh	Mm-Cpn inhibitor
CCOC(=O)c1ccccc1NC(=O)Cn1c(=O)n(CCC(=O)NCc2ccccc2OC)c(=O)c2ccccc21	-1%	-6%	.	-5%	.	9%	-9%	5%	.
Cc1sc(NC(=O)C2=COCCO2)nc1-c1ccc(Br)cc1	3%	-7%	i	12%	-8%	-4%	-76%[inhibitor]	1%	1%
Cc1ccc(-c2nc(CNC(=O)c3ccco3)cs2)cc1	11%	0%	i	9%	3%	9%	-22%	4%	-9%
CC1=CC(C)(C)N=C(Nc2ccc(C)cc2)S1	12%	?	i	0%	-1%	?	-20%[57.5 µM]	-10%	-1%

Continued:
SMILES	Abeta yeast res	HEK293 tox	pAkt inh	FUS suppressor	aSyn rescue	GLP-1R inv ag	PTHR1 ag	TDP-43 yeast inh	Mm-Cpn inhibitor
Cc1ccc(CNC(=O)CCc2c(C)[nH]c(=O)c(C#N)c2C)cc1	-12%	7%	i	-2%	0%	34%[activator]	i	-12%	-10%
CC(=O)c1c(C)[nH]c(C2=NNC(=NC(C)(C)C)SC2)c1C	2%	2%	i	15%	9%	-10%	i	-5%	-1%
Cc1ccc(CNC(=O)C2CC(c3cccc([N+](=O)[O-])c3)=NO2)o1 (stereo unspecified)	1%	-17%	i	-6%	4%	-24%	-4%	?	0%
CCOCCCNC(=O)c1ccc(CS(=O)(=O)c2cccc(C(F)(F)F)c2)o1	9%	-2%	i	9%	6%	0%	-11%	7%	3%
CC(C)(C)CC(C)(C)SSc1n[nH]c(=S)s1	?	-3%	i	2%	-12%	30%[activator]	-20%	6%	.
COc1cccc(/C=N/NC(=O)c2ccc(-c3ccccc3)cc2)c1O	-6%	-8%	i	.	7%	0%	-25%	-5%	1%
CSc1ccccc1NC(=O)c1noc(C)c1[N+](=O)[O-]	2%	4%	i	25%	-7%	-18%	-4%	8%	-4%
COc1cccc(Cn2c(-c3nonc3N)nc3ccccc32)c1	9%	?	i	-21%	-1%	-45%	-11%	10%	0%
Cn1nccc1NC(=O)CC(CC(=O)O)c1ccccc1 (stereo unspecified)	6%	1%	i	-2%	2%	17%	-24%	13%	-1%
Cc1cccc2cc(CNCC3CCCO3)c(Cl)nc12 (stereo unspecified)	-14%	10%	i	?	0%	-1%	-66%[inhibitor]	-10%	0%
COc1ccc(C2CC(c3ccccc3)=NN2c2ccc(S(N)(=O)=O)cc2)cc1 (stereo unspecified)	3%	86%[activator]	i	?	24%	?	-9%	-3%	-3%
COC(=O)C1=C(N)Oc2cc(C)n(CC3CCCO3)c(=O)c2C1c1ccccc1OC (stereo unspecified)	-1%	-7%	i	-3%	3%	7%	i	9%	0%
Cc1oc(-c2ccccc2F)nc1CS(=O)(=O)CC(=O)NC1CCCC1	7%	-6%	i	-12%	-3%	-23%	-14%	17%	1%

This is a subset. The share of hits here may be higher or lower than overall.
